Vif-APOBEC3G blk = inhibitors of Vif-APOBEC3G interaction; HeLa A3G-eYFP + Vif (tagged APOBEC3G with the HIV-1 protein that degrades it), YFP fluorescence, overnight; Q9HC16; Potency, µM (titrated, usually from 46.1 µM), for inactives: at the highest dose activity, negative = active, actives largely listed as inhibitors; hit rate 0.076% among 410,000;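 note: potency is the fitted concentration of half-maximal effect; % is set by controls: 0 for no effect and ±100 for the full control effect; nearly all actives have a fitted effect of over 60% in size; hits raise eYFP signal because A3G escapes Vif-driven loss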
Target sequence (Q9HC16 whole entry, looked up): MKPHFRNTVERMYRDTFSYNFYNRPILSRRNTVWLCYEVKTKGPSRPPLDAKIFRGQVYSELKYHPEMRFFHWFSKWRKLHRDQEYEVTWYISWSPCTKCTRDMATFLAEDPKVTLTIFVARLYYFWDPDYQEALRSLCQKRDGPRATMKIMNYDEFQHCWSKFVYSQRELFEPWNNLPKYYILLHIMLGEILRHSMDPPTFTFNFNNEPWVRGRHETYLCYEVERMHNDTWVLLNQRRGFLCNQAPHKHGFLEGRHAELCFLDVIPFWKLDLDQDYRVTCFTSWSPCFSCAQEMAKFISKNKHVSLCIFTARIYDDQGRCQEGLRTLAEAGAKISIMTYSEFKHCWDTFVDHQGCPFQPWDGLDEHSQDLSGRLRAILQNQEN
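Read-out is eYFP fluorescence (Ex 488/Em 500-530) from Vif-expressing HeLa A3G-eYFP cells; more signal means A3G escaped Vif-mediated degradation. Cells plated overnight, compound pinned in, incubated overnight at 37 deg C.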
TrxR1 substrate = substrates of rat thioredoxin reductase 1. hit rate 0.01% among 390,000. O89049. purified TrxR1 substrate turnover, NADPH consumption readout. Potency, µM (doses to about 114 µM), without a hit: at the top dose activity change, negative = substrate turnover. AID 588456; note: potency is the fitted concentration of half-maximal effect; % is set by controls: 0 for no effect and ±100 for the full control effect; nearly all actives have a fitted effect of over 50% in size
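Rat TrxR1, dispensed at 90 nM, was prereduced with 400 uM NADPH (final) for 5 min at ~22 deg C, then incubated with compound 15 min before 400 uM selenite. A first-read NADPH fluorescence drop versus no-compound background flagged substrates.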
RXFP1 ag = RXFP1 (human) receptor agonism. Q9HBX9. HEK293T-RXFP1 cAMP TR-FRET, 30 min; response scale: percent of porcine relaxin response, buffer zero. Potency, µM (doses to about 57.5 µM), for inactives: top-dose activation, hits mostly activators. hit rate 0.3% among 370,000. AID 2676; note: potency is the fitted concentration of half-maximal effect; % is set by controls: 0 for no effect and ±100 for the full control effect; nearly all actives have a fitted effect of over 60% in size; many of its hits are not listed in these tables
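HEK293 cells stably expressing RXFP1, treated 30 min at 37C with compounds plus PDE4 inhibitor Ro 20174; cAMP measured by HTRF TR-FRET. Normalized to buffer and 29 nM porcine relaxin; EC50 by Hill fit.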
PI4K2A block = blocks human PI4K2A kinase activity. purified PI4K2A, ADP-Glo luminescence, 1 h; hits give low values. Q9BTU6. activity change, negative = inhibition, % at 76.9 µM. hit rate 0.13% among 420,000; in the data active = activity change below about -50%; inconclusive = mostly about -30% to -49%;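 note: -100% = wells without enzyme as full effect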
Target sequence (Q9BTU6 whole entry, looked up): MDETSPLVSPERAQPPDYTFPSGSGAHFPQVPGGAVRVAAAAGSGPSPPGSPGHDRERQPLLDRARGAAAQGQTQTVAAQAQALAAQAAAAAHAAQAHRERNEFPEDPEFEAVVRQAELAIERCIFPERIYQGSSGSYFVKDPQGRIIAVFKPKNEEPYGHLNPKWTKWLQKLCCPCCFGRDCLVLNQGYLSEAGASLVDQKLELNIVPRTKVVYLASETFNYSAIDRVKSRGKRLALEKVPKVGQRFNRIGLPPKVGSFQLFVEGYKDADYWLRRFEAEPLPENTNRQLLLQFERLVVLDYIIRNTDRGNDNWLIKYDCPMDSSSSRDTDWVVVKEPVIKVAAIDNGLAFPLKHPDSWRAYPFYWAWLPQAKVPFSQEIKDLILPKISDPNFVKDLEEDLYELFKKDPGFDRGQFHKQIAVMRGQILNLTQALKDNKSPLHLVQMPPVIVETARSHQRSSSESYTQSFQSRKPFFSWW
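PI4K2A activity was measured by ADP-Glo luminescence: enzyme (4 ug/mL stock) and phosphatidylinositol (1.2 mM stock) in Tris pH 7.5/MgCl2/EGTA/Triton X-100 buffer were reacted with ATP (300 microM stock) for one hour at ambient temperature.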
Glioma ERSR ind = induces the endoplasmic reticulum stress response in human glioma cells; U87-MG GRP78 promoter luciferase reporter, 16 h; Potency, µM, for inactives: at the top dose activation, most hits filed as activators; hit rate 0.02% among 420,000; AID 602332; note: potency is the fitted concentration of half-maximal effect; series mostly up to about 76 µM; % of control where 0% means no effect; nearly all actives have a fitted effect of over 35% in size
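ERSR induction read as luciferase luminescence (Bright-Glo, 10 min at room temperature) in stably transfected human U87-MG glioma cells exposed to compounds for 16 h, using GRP78 as sensor.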
Vif-A3F inh = blocks the Vif interaction with APOBEC3F | HeLa A3F-eYFP + Vif (tagged APOBEC3F with the HIV-1 protein that degrades it), YFP fluorescence increase | Potency, µM (titrated, usually from 46.1 µM), inactives show at the top dose activity, negative = active | hit rate 0.2% among 390,000 | AID 602313; note: potency is the fitted concentration of half-maximal effect; % of control where 0% means no effect; nearly all actives have a fitted effect of over 65% in size
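Fluorescence increase (Ex 488/Em 500-530) after overnight compound treatment at 37 deg C flags inhibition of Vif-driven A3F-eYFP loss in stable HeLa A3F-eYFP/Vif cells seeded overnight beforehand.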
USP1 inh = blocks the human USP1/UAF1 deubiquitinase complex | O94782 | recombinant USP1/UAF1, Ub-Rhodamine cleavage fluorescence | hit rate 0.23% among 390,000 | Potency, µM (top dose mostly 57.1 µM), for the others: at the top dose activity change, negative = inhibition, most hits filed as inhibitors; note: potency is the fitted concentration of half-maximal effect; % is set by controls: 0 for no effect and ±100 for the full control effect; nearly all actives have a fitted effect of over 60% in size; inactives centre near -12
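Step one: compound is pinned into 1nM USP1/UAF1 in HEPES pH 7.8 buffer with TCEP. Step two: 15 min room-temperature incubation. Step three: Ub-Rho (150nM final) starts cleavage, tracked by fluorescence over six one-minute reads.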
IDH1 R132H inh = inhibitors of human mutant IDH1 R132H; Potency, µM (series often up to 76.6 µM), for the others: top-dose activity change, negative = inhibition, actives largely listed as inhibitors; IDH1-R132H enzyme, NADPH consumption, diaphorase/resazurin fluorescence; AID 602179; hit rate 0.093% among 390,000; O75874; note: potency is the fitted concentration of half-maximal effect; % is set by controls: 0 for no effect and ±100 for the full control effect; nearly all actives have a fitted effect of over 65% in size
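IDH1-R132H (0.5 ug/mL dispensed) in pH 7.5 Tris buffer was preincubated 30 min with compound, then given a substrate mix of 0.016 mM NADPH and 2 mM alpha-KG for 80 min at room temperature; remaining NADPH was read by diaphorase/resazurin fluorescence.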
LDHA inh = LDHA (human) enzyme inhibition | AID 1347041 | activity change, % (values are at about 110 or 230 µM) | hit rate 0.15% among 480,000 | P00338 | purified LDHA, NADH/diaphorase-resazurin fluorescence; hits give low values; in the data active = activity change below about -30%; inconclusive = mostly about -25% to -30%;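 note: plate controls were DMSO wells for no effect and wells without enzyme for full effect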
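Enzyme activity of human lactate dehydrogenase 5 (2 nM; 0.06 mM NADH, 0.2 mM pyruvate, 5 min, RT) is measured via a resazurin/diaphorase fluorescence readout of residual NADH.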
An asterisk follows results filed as active; ? = inconclusive; / = not tested or not shown; & = joins results of further samples; [ ] = remark or other dose. Unless noted, calls come from the whole dose curve; as a rule, active = well fitted curve in the direction sought with a large enough effect; inconclusive = small, poorly fitted or top-dose-only effect, or another doubt; inactive = no such curve, though single readings can be large; an effect the other way counts as inactive or inconclusive. This is a subset; count on the stated rates, not on these rows.

SMILES	Vif-APOBEC3G blk	TrxR1 substrate	RXFP1 ag	PI4K2A block	Glioma ERSR ind	Vif-A3F inh	USP1 inh	IDH1 R132H inh	LDHA inh
CCOc1ccc(S(=O)(=O)N2CCCC(C(=O)NCc3ccncc3)C2)cc1 (configuration not stated)	1%	-2%	3.7%	-2	-4%	9%	-17%	5%	-4
Cc1ccc(S(=O)(=O)N/N=C\C=C\c2ccccc2)cc1	0%	-6%[57.1 µM]	-0.8%	9	1%	0%	-15%	-7%	-11
COC(=O)c1ccc(C23CC4(C2)[C@H](CN(Cc2ccc(-c5ccccc5)cc2)[C@@H]4c2ccccc2)C3c2ccccc2)cc1 (some centres not stated)	-4%	-5%	0.0%	-5	2%	-1%	24%	-5%	-1
CCc1nn(CC(=O)NCc2ccco2)c(=O)c2cc3cc(F)ccc3n12	2%	7%	3.3%	-1	2%	-2%	-24%	13%	-3
CC1(C)C(c2ccc(Cl)cc2)=[N+]([O-])C2(CCCC/C2=N\O)N1O (configuration not stated)	-3%	8%	1.4%	-7	7%	1%	-18%	1%	-2
Cc1nc2ccccc2c(=O)n1/N=C/c1cccnc1	-1%	-2%	-1.0%	1	8%	2%	4%	-3%	3
CSc1nnc(-c2ccccc2Cl)n1N	-1%	-8%	0.3%	1	-1%	-6%	-11%	16%	-1
CSc1sc(-c2ccnc(=S)[nH]2)c(-c2ccccc2)c1C#N	1%	18%	-4.1%	1	-4%	12%	-2%	-10%	-9
O=c1oc2c3c(ccc2c2ccccc12)OCN(Cc1ccccc1Cl)C3	4%	13%	28µM*	-12	-2%	-9%	-9%	22%	8
O=C(Nc1nnc([C@H]2C[C@H](O)[C@@H](CO)O2)s1)c1cccc(C(F)(F)F)c1	0%	/	/	-2	-3%	/	/	/	-8
COCCNC(=O)CSc1nnc(NC(=O)C2CC(=O)N(c3ccccc3OC)C2)s1 (configuration not stated)	1%	-15%	0.2%	-2	-3%	-28%	-11%	-5%	2
O=C(Nc1cccc2ccccc12)NC1CCCc2ccccc21 (configuration not stated)	1%	3%[57.1 µM]	2.9%	-1	-7%	-10%	-20%	8%	-7
CC(C)(C)c1ccc(OCC(O)CN2CCOCC2)cc1 (configuration not stated)	-6%	-20%[57.1 µM]	/	2	-2%	7%	-3%	3%	3
COc1ccc(CSc2nc(N3CCOCC3)c3c(c2C#N)CC(C)(C)OC3)cc1	0%	9%[57.1 µM]	-2.1%	-7	-2%	-11%	-15%	-1%	-6
COc1ccccc1NC(=O)Nc1cc(NC(=O)Nc2ccccc2OC)c(C)nc1C	-14%	-1%	0.8%	-3	11%	-5%	-23%	-3%	-10
CS(=O)(=O)Oc1ccc(/C=C2\C(=N)N3N=C(CC(=O)N4CCOCC4)SC3=NC2=O)cc1Cl	-1%	2%	1.7%	1	-12%	-6%	-19%	1%	-6
CCOC(=O)[C@H]1[C@H]2COc3ccc(Br)cc3[C@@H]2N2C(=O)c3cc(Br)ccc3NC(=O)[C@@]12C	-9%	6%[57.1 µM]	1.3%	2	-4%	5%	11%	2%	-1
O=c1cc2c(n[nH]1)CCCC2	1%	-8%[57.1 µM]	0.6%	-2	-3%	11%	-21%	8%	5
CCc1cc(C(=O)N2CCCC(C(=O)c3cccc(OC(C)C)c3)C2)n(C)n1 (configuration not stated)	2%	-1%[57.1 µM]	-2.0%	3	-2%	10%	-26%	-1%	-4
Cc1nc(-c2ccccn2)nc(SCC(=O)c2ccc(F)cc2)c1Cl	0%	-2%	-0.7%	-5	-2%	1%	-15%	-5%	-17
C=C1[C@@H](CCO)N(S(=O)(=O)C(C)(C)C)C[C@@H]1C	5%	6%	/	-2	0%	-5%	?	10%	7
COc1cc(C(=O)Nc2cc(C)nn2-c2ccccc2)cc(OC)c1OC	1%	10%[57.1 µM]	0.7%	1	-6%	?	-5%	1%	-1
CN(C)C(=O)c1ccc(Oc2ccc(C(=O)N(C)C)cc2)cc1	1%	4%[57.1 µM]	0.0%	2	-1%	6%	1%	3%	-1
O=C(CSc1ncnc2c1cnn2-c1ccc(Cl)cc1)NCc1ccc2c(c1)OCO2	2%	7%	25%	-2	2%	5%	-22%	5%	-6
CCCn1c(CN2CCCCC2CC)nc2c1c(=O)n(C)c(=O)n2C (configuration not stated)	3%	1%[57.1 µM]	1.9%	-5	-2%	4%	?	-10%	-4
Going on with the list.
SMILES	Vif-APOBEC3G blk	TrxR1 substrate	RXFP1 ag	PI4K2A block	Glioma ERSR ind	Vif-A3F inh	USP1 inh	IDH1 R132H inh	LDHA inh
NS(=O)(=O)c1cc(C(=O)O)c(NCc2ccco2)cc1Cl	-2%	-6%	/	2&-4	-1%&-3%&-3%&-4%&-4%	4%	-5%	6%	-8
COc1ccc(S(=O)(=O)N2CCCCC2)cc1NC(=O)Cc1ccc(Br)cc1	3%	-8%	/	8	-5%	0%	-20%	6%	-2
O=C(COC(=O)c1cccc(Br)c1)NC(=O)NC1CCCC1	-7%	-5%	0.4%	0	-2%	-35%	-10%	1%	-2
CC(=O)c1ccc(NC(=O)C2CCCN2S(=O)(=O)c2cccs2)cc1 (configuration not stated)	-4%	3%[57.1 µM]	-0.2%	1	-2%	-17%	-6%	-4%	-2
Cc1ccc(NC(=O)CS(=O)CC(=O)Nc2ccccc2-c2ccc(C)o2)cc1 (configuration not stated)	?	7%	-0.9%	-8	3%	1%	-19%	1%	4
O=C(Nc1ccc(Cl)cc1F)c1cccc2ccccc12	-2%	7%	13%	2	7%	2%	-19%	0%	0
O=C(NC1=NCCS1)c1ccc2c(c1)C(=O)N(Cc1ccco1)C2=O	-4%	3%	-0.2%	-1	-3%	-3%	-11%	3%	-5
COc1cc2c(cc1OC)C(C(=O)NCc1ccco1)C1c3ccccc3CCN1C2=O (configuration not stated)	1%	-5%	3.5%	2	1%	-16%	-8%	0%	-6
CC1(C)CC(=O)C2=C(C1)Oc1ncn(Cc3ccco3)c(=N)c1C2c1ccccc1 (configuration not stated)	3%	9%[57.1 µM]	4.7%	1	-5%	8%	5%	7%	-4
CCOC(=O)C1=C(Nc2ccccc2)CC(C)(O)C(C(=O)OCC)C1c1ccc(Cl)cc1 (configuration not stated)	-1%&-7%	-7%&-3%	2.6%	-1&-2	-4%&-5%	11%&-14%	-22%&-24%	-2%&-7%	4&4
O=C(NCCCn1ccnc1)c1ccc(F)cc1	-5%	1%	1.4%	-2	-3%	0%	-16%	6%	-2
Cn1ncc2c(NNC(=O)c3ccc(Cl)c(Cl)c3)ncnc21	1%	-7%	6.7%	0	0%	9%	-13%	0%	3
COc1cc(OC)c(NS(=O)(=O)c2cc(Br)cnc2N)cc1Cl	0%	-1%	1.3%	-1	-6%	-15%	-31%	0%	-1
CCOc1ccc(S(=O)(=O)NCCC(=O)NCC(c2ccco2)N2CCCCC2)cc1 (configuration not stated)	-7%	7%	1.1%	-3	-7%	-9%	-24%	7%	-3
Cc1ccc(OCCC(=O)Nc2ccccc2C(=O)N2CCCCC2)cc1	1%	-1%[57.1 µM]	1.2%	2	-1%	-2%	-13%	-6%	0
COc1ccccc1C(=O)NCC(=O)N/N=C/c1cn[nH]c1-c1ccccc1	-10%	2%	-1.4%	6	-3%	-2%	-18%	-3%	-7
Cc1nc(NC(=O)c2ccccc2)sc1C	-1%	1%	-1.1%	-10	-3%	12%	-12%	6%	-5
CCc1noc(C)c1C(=O)OCC(=O)Nc1ccccc1SC	-2%	-2%	1.8%	0	1%	7%	-17%	8%	-3
Cc1cc(S(=O)(=O)NC(C)C)ccc1OCC(=O)N1CCOCC1	1%	-2%	1.7%	-1	-1%	8%	-7%	5%	-5
COc1ccc(CCNC(=O)c2c(C)nn(CC(C)C)c2Cl)cc1OC	0%	-6%	-0.2%	-4	0%	4%	-11%	8%	1
COC(=O)c1nn(-c2ccccc2)c2nnc(Cc3ccc(C)cc3)c(=O)n12	-2%	-2%[57.1 µM]	2.2%	5	-4%	-6%	3%	3%	-6
COc1ccc(CNC(=O)C2CCCN(S(=O)(=O)c3cccc4nsnc34)C2)cc1 (configuration not stated)	5%&1%	4%&-1%	-0.4%&-0.8%	2&-2	-4%&-3%	-9%&2%	?	-8%&-11%	0&-5
COC(=O)c1ccc(CNC(=O)N2CCN(S(=O)(=O)c3ccc(C)cc3)CC2)cc1	1%	-2%	3.1%	-4	-6%	-4%	-15%	-12%	-6
CCOCc1nnc(NC(=O)CSc2ccc(C)cc2)s1	1%	-5%	-0.5%	-6	-5%	-5%	-5%	5%	-4
COc1ccc(CCN(C)c2ncnc3sccc23)cc1OC	-17%	15%	2.0%	-9	-3%	8%	-18%	12%	1

4 entries out of the list above, ordered by the number in USP1 inh, descending.
compound	Vif-APOBEC3G blk	TrxR1 substrate	PI4K2A block	Glioma ERSR ind	USP1 inh	IDH1 R132H inh	LDHA inh
CCOCc1nnc(NC(=O)CSc2ccc(C)cc2)s1	1%	-5%	-6	-5%	-5%	5%	-4
Cn1ncc2c(NNC(=O)c3ccc(Cl)c(Cl)c3)ncnc21	1%	-7%	0	0%	-13%	0%	3
COC(=O)c1ccc(CNC(=O)N2CCN(S(=O)(=O)c3ccc(C)cc3)CC2)cc1	1%	-2%	-4	-6%	-15%	-12%	-6
COc1ccc(CCN(C)c2ncnc3sccc23)cc1OC	-17%	15%	-9	-3%	-18%	12%	1
